MCF10A rerep = A quantitative high throughput screen for small molecules that induce DNA re-replication in MCF 10a normal breast cells. MCF 10A DNA re-replication, Hoechst nuclear intensity, 48 h. Potency, µM (titrated, usually from 46.1 µM), for inactives: top-dose activity, positive = re-replication, hits mostly activators. 350,000 tested, 2.9% active; also: % of control where 0% means no effect; nearly all actives have a fitted effect of over 50% in size
Nrf2 block = Nrf2 qHTS screen for inhibitors; A549 ARE-Fluc reporter, luciferase luminescence, 18-24 h; Potency, µM (series often up to 46 µM), without a hit: at the top dose activity change, negative = inhibition, usual class: inhibitors; 360,000 tested, 2.1% active; AID 504444, 2011; also: % is scaled to controls: 0 for no effect and ±100 for the full control effect; nearly all actives have a fitted effect of over 60% in size
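In this cell-based qHTS, ARE-driven firefly luciferase in A549 cells reports Nrf2 activity; the luminescent signal after BugLite lysis is the measured value, with a prior CellTiter-Fluor read for cell health.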
ATXN viability = Viability Counterscreen for Primary qHTS for Inhibitors of ATXN expression; S2 cells (HEK-293 line with an ATXN2-luciferase reporter) viability, CellTiter-Fluor protease fluorescence, 24 h; AID 651635, 2014; 400,000 tested, 0.49% active; Potency, µM (doses to about 56.7 µM), usual class: cytotoxic; also: nearly all actives have a fitted effect of over 40% in size
EPAC2 antag = qHTS for Antagonist of cAMP-regulated guanine nucleotide exchange factor 2 (EPAC2): primary screen | Rap guanine nucleotide exchange factor 4 (Homo sapiens), Q8WZA2 | AID 720708, 2013 | 360,000 tested, 0.18% active | Potency, µM (doses to about 114 µM), inactives show at the highest dose activity, negative = inhibition, most hits filed as inhibitors | EPAC2 GEF exchange of Rap1B-BODIPY-GDP, fluorescence; also: % is scaled to controls: 0 for no effect and ±100 for the full control effect; nearly all actives have a fitted effect of over 45% in size; many of its hits are not listed in these tables
Target sequence (Q8WZA2 whole entry, looked up): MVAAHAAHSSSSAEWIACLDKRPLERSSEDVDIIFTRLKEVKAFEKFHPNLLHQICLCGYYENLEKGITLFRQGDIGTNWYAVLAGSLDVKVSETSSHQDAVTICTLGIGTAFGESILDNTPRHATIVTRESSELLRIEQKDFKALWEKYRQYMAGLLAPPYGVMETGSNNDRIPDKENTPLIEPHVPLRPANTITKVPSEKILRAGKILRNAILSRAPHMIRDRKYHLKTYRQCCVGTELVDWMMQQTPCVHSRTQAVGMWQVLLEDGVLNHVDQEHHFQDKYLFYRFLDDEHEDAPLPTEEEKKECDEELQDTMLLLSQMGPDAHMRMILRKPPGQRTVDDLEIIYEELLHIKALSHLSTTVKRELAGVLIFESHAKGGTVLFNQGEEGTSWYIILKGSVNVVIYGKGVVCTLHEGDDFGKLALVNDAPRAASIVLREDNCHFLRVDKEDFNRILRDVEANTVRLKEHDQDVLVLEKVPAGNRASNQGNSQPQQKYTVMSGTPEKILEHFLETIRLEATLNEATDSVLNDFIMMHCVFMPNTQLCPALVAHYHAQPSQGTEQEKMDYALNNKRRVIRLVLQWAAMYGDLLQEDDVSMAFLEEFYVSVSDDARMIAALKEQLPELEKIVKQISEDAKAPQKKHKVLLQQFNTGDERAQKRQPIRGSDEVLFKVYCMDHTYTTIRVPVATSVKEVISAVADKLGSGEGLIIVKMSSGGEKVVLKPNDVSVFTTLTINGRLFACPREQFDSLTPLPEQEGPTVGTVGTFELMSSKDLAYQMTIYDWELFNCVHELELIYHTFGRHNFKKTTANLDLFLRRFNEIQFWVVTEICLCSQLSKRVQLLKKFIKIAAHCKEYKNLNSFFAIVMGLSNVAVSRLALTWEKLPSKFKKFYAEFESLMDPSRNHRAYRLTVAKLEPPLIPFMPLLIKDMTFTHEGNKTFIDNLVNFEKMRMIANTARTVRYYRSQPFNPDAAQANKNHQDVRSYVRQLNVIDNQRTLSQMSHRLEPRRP
HepG2 viability = qHTS for Inhibitors of TGF-b: Cytotox Counterscreen; HepG2 CAGA-GFP viability, ATP luminescence, 18 h; Potency, µM (highest dose often 46.1 µM), without a hit: at the top dose activity change, negative = cytotoxicity, usual class: cytotoxic; 410,000 tested, 0.76% active; AID 588856, 2011; also: some results filed as inactive show a strong effect at the top dose
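CellTiter-Glo luminescence gave cytotoxicity after 18 hours at 37 degrees C. The cells were HepG2 CAGA-GFP in 1% FBS DMEM, stimulated with 500 pg/mL TGF-beta after compound addition. %Activity was normalised to no-cell wells (complete cell-killing) and DMSO (no toxicity), and curves were fitted and classified.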
Nrf2 ARE act = qHTS of Nrf2 Activators; AREc32 ARE-luciferase reporter (MCF7-derived line), luminescence, 24 h; Potency, µM (top dose mostly 46.1 µM), for the others: at the top dose activation, hits mostly activators; 410,000 tested, 0.31% active; AID 624171, 2012; also: % of control where 0% means no effect; nearly all actives have a fitted effect of over 65% in size
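Cells of the AREc32 ARE-luciferase line are plated in OPTI-MEM containing 5% FBS and left overnight at 37 deg C. Compounds are pinned in, incubation continues 24 hr, and firefly luciferase signal is then measured.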
A549 viability = Nrf2 qHTS screen for inhibitors: counterscreen for cytotoxicity; A549 ARE-Fluc cells, CellTiter-Fluor viability, 18-24 h; Potency, µM (top dose mostly 46 µM), for inactives: at the highest dose activity change, negative = cytotoxicity, most hits filed as inhibitors; 390,000 tested, 0.16% active; also: % is scaled to controls: 0 for no effect and ±100 for the full control effect
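Cytotoxicity counterscreen: CellTiter-Fluor fluorescence was measured in A549 ARE_Fluc cells after 18-24 h of compound exposure in a concentration series. The subsequent BugLite luminescent read reports ARE-luciferase activity.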
TGFb SMAD3 inh = qHTS for Inhibitors of TGF-b; HepG2 CAGA-GFP TGF-b/SMAD3 reporter, GFP fluorescence, 18 h; TGF-beta stimulated, 500 pg/mL final; Potency, µM (series often up to 46.1 µM), inactives show at the top dose activity, negative = inhibition, usual class: inhibitors; 410,000 tested, 1.2% active; also: % is scaled to controls: 0 for no effect and ±100 for the full control effect; nearly all actives have a fitted effect of over 65% in size
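Using HEPG2 CAGA-GFP reporter cells at 1000 cells/well, we pinned test compounds, stimulated with recombinant TGF-beta (500 pg/mL final) and measured total well GFP after 18 h.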
ATXN2 expr inh = Primary qHTS for Inhibitors of ATXN expression. AID 1745845, 2022. 360,000 tested, 0.72% active. HEK-293 ATXN2-luciferase reporter, luminescence, 24 h. Potency, µM (doses to about 57 µM), without a hit: top-dose activity change, negative = inhibition, usual class: inhibitors; also: % is scaled to controls: 0 for no effect and ±100 for the full control effect; nearly all actives have a fitted effect of over 55% in size
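qHTS (up to 57 uM final) was run with 24 h compound exposure of reporter cells at 37 °C. Each well was multiplexed: SteadyGlo luminescence measured ATXN2-luciferase expression after a fluorogenic Gly-Phe-AFC viability readout (25 uM final).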
Active calls of the source: *; i = inactive; u = inconclusive; x = no result given; & = joins results of further samples; [ ] = dose if it differs, or a comment. Calls follow the shape of the dose curve; as a rule, active = well fitted curve in the direction sought with a large enough effect; inconclusive = small, poorly fitted or top-dose-only effect, or another doubt; inactive = no such curve, though single readings can be large; an effect the other way counts as inactive or inconclusive. Potency is read from the fitted curve at half-maximal effect. Some of the compounds tested. The share of hits here may be higher or lower than overall.

canonical_smiles | Nrf2 block | EPAC2 antag | Nrf2 ARE act | ATXN2 expr inh | A549 viability | ATXN viability | HepG2 viability | MCF10A rerep | TGFb SMAD3 inh
O=C(O)C1CCCN1S(=O)(=O)c1cccc(S(=O)(=O)N2CCCC2C(=O)O)c1 (centres undefined) | 5% | 13% | -1.3% | -7% | 5% | i | 0% | 19% | 10%
CCOc1ccc(-c2cnc3n2CCCCC3)cc1 | 0% | 7% | 0.8% | -8% | 2% | i | 0% | 9% | 5%
COC(=O)[C@H](CC(C)C)NS(=O)(=O)N(Cc1ccccc1)[C@@H](CC(C)C)C(=O)OC | -14% | -24% | -0.3% | -31% | -5% | u | -34%&-9% | 13% | u
CC(=O)c1cc(F)ccc1OCC(=O)N1CCCc2ccccc21 | u | -6% | 0.3% | 38% | -6% | i | 6% | 15% | 18%
COCCCN1C(=O)C(=O)/C(=C(/O)c2ccc(S(=O)(=O)N3CCCCC3)cc2)C1c1cccc(OC)c1 (centres undefined) | -12% | 0% | -0.5% | x | -2% | i | -3% | 0% | 5%
NS(=O)(=O)c1ccc(NC(=O)COC(=O)c2c3c(nc4ccccc24)/C(=C\c2ccc4c(c2)OCO4)CCC3)cc1 | -22% | 1% | -0.2% | u | -7% | i | 0% | u | u
Cc1ccc(C(=O)NCCc2ccc(S(=O)(=O)N3CCCC3)cc2)cc1 | -3% | 5% | 3.1% | -21% | -15% | i | -3% | -20% | -2%
Cc1ccc(C(=O)COC(=O)CCN2C(=O)C3C4C=CC(C5CC45)C3C2=O)cc1 (centres undefined) | 9% | 0% | 1.3% | 12% | 1% | i | -7% | 19% | 2%
Cc1cc(C(=O)Nc2ccc3c(c2)CCC3)c2ccccc2n1 | u | 4% | 0.3% | -23%[11.3 µM] | -8% | i | -3% | 11% | 8%
Cc1cc(C)cc(OCC(=O)OCC(=O)Nc2cc(S(=O)(=O)N3CCOCC3)ccc2Cl)c1 | -12% | -10% | 3.5% | -1% | 8% | i | -5% | 3% | -8%
COc1ccc(CCNC(=O)c2cc(C)nc3c2c(C)nn3-c2ccc(C)cc2)cc1OC | -6% | x | 5.0% | -20% | 0% | i | 4% | x | 1%
Cn1c(=O)c2c(nc(Oc3ccc(C#N)cc3)n2Cc2ccc(Cl)cc2Cl)n(C)c1=O | 27% | x | -1.1% | 0% | 19% | i | -3% | x | 6%

Pulled by compound from the entries so far:
canonical_smiles | Nrf2 block | EPAC2 antag | Nrf2 ARE act | ATXN2 expr inh | A549 viability | ATXN viability | HepG2 viability | MCF10A rerep | TGFb SMAD3 inh
CC(=O)c1cc(F)ccc1OCC(=O)N1CCCc2ccccc21 | u | -6% | 0.3% | 38% | -6% | i | 6% | 15% | 18%
Cc1ccc(C(=O)NCCc2ccc(S(=O)(=O)N3CCCC3)cc2)cc1 | -3% | 5% | 3.1% | -21% | -15% | i | -3% | -20% | -2%
Cc1ccc(C(=O)COC(=O)CCN2C(=O)C3C4C=CC(C5CC45)C3C2=O)cc1 (centres undefined) | 9% | 0% | 1.3% | 12% | 1% | i | -7% | 19% | 2%

Carrying on:
canonical_smiles | Nrf2 block | EPAC2 antag | Nrf2 ARE act | ATXN2 expr inh | A549 viability | ATXN viability | HepG2 viability | MCF10A rerep | TGFb SMAD3 inh
O=C(CN(CC1CCCO1)C(=O)CNS(=O)(=O)c1ccc(F)cc1)NCc1ccc(F)cc1 (centres undefined) | 4% | 9% | 0.1% | 13% | -1% | i | 7% | 0% | 1%
C=CCOn1c(=O)c(-c2cccs2)[n+]([O-])c2ccccc21 | 4% | 19% | 4.2% | -7% | -1% | i | -1% | 2% | 2%
O=C(O)c1ccc(-c2nc(-c3ccc(Cl)cc3)cs2)cc1 | u | -15% | -0.7% | 89%[activator] | -13% | i | -8% | 2% | -4%
CCn1c(C2CCN(S(=O)(=O)c3ccc(OC)cc3)CC2)n[nH]c1=S | u | 0% | 0.0% | u | 0% | u | 17% | 16% | 1%
C=CCN=C1SCC(=O)N1S(=O)(=O)c1ccc(C)cc1 | -23% | 7% | 0.1% | 1% | -5% | u | 7% | -1% | 27%
Cn1c(CCNC(=O)c2ccccc2F)nnc1SCC(=O)Nc1nncs1 | -2% | 11% | -0.5% | 9% | -4% | i | 30% | -4% | 7%
C=CCn1c2ccccc2c(=O)c2cc(C#CC3(O)CCCCC3)ccc21 | u | 12% | 8.5% | -9% | -13% | i | -3% | u | 16%
O=C(CCCCCCCC(=O)NCC1CCCO1)NCC1CCCO1 (centres undefined) | 0% | 2% | -0.5% | 3% | 14% | i | -2% | 6% | -7%
COc1ccc(Cn2c(=O)[nH]c3cc(C(=O)N4CCN(c5cccc(OC)c5)CC4)ccc3c2=O)cc1 | -10%[9.27 µM] | x | 0.3% | 1% | -11% | i | 1% | x | -20%
COc1ccc(OC)c(NC(=O)C2(C)CCN2C(C)C)c1 (centres undefined) | x | -10% | 0.4% | 2% | x | i | 13% | x | 4%
CCCOc1cccc(C(=O)Nc2cc(NC(=O)c3ccco3)ccc2OC)c1 | u | -9% | -0.3% | -18% | -10% | i | -1% | 7% | -17%
O=C(NC1CCCCCCC1)c1ccc(F)c(S(=O)(=O)N2CCOCC2)c1 | 0% | 2% | -0.1% | x | 23% | i | -17% | -4% | 5%
COc1cc(C)ccc1OCCOCCN(C)Cc1ccccc1 | 1% | -5% | 1.2% | -13% | 18% | i | 20µM* | 3% | 0%
COc1ccc(CN2CCNC(=O)C2CC(=O)NC2CCCCCC2)c(C)c1C (centres undefined) | 9% | 18% | -0.4% | 2% | 1% | i | -6% | 21% | -20%
COCCNC(=S)N(C)C1(c2ccccc2Cl)CCCCC1=O (centres undefined) | 0% | -13% | 3.0% | -10% | 9% | i | -2% | 4% | -2%
Cc1noc(C)c1CNCc1ccccc1 | 12% | 3% | 0.1% | 1% | 1% | i | 0% | 5% | 1%
COc1ccc(C(=O)Oc2cc(C)c(CN3CCOCC3)cc2C)cc1OC | -5% | -3% | 0.2% | -6% | -2% | i | 5% | -1% | 1%
COc1ccc(-c2noc(-c3cccc(Cl)c3)n2)cc1OC | u | 12% | u | 6% | 2% | i | 17% | u | -3%
CC(C)(C)OC(=O)N1CCC(CC2CC(c3cccc(Br)c3)=NO2)(C(=O)O)CC1 (centres undefined) | -13% | 7% | 0.4% | -17% | 0% | i | -3% | 19% | 2%
C#CCOCCOCCOCCNc1nc(N2CCN(C(=O)C([C@@H](C)O)n3cc([C@@H](N)CCCCN)nn3)CC2)nc(N2CCN(C(=O)[C@H](CCC(=O)O)n3cc([C@@H](N)[C@H](C)CC)nn3)CC2)n1 (some centres undefined) | -23% | -20% | 0.2% | 11% | -1% | i | -2% | 3% | -1%
CCOC(=O)C1(C)CCCN1C(=O)c1cccc(F)c1 (centres undefined) | x | 4% | 0.3% | -8% | x | i | -32% | x | -20%
CC(C)n1nc(Cc2cccc3ccccc23)c(C#N)c1N | -21% | -9% | 0.5% | -1% | -1% | i | -12% | -24% | 1%
CCOC(=O)c1cccc(NC(=O)C2Cc3ccccc3N2C(=O)c2ccccc2)c1 (centres undefined) | x | x | 4.1% | 7% | -5% | i | -6% | x | 2%
CCOC(=O)N1CCN(C(=O)/C=C/c2c(C)nn(-c3ccc(F)cc3)c2Cl)CC1 | u | -6% | -0.6% | -27% | 0% | i | 0% | u | 0%
COc1ccnc(Oc2ccc(F)cc2)c1C(=O)N/C=N/OCc1ccc(Cl)cc1Cl | u | -22% | 4.0% | u | 9% | i | -22% | u | u
Cc1ccc(CC2SC(N=C(N)N)=NC2=O)cc1 (centres undefined) | 1% | -1% | 2.1% | -12% | 3% | i | -21% | 3% | -2%
O=C(COc1ccccc1[N+](=O)[O-])NCC1COc2ccccc2O1 (centres undefined) | 0% | 7% | 8.6% | -5% | 2% | i | -22% | 0% | 12%
CCOC(=O)CSc1nc2sc3c(c2c(=O)n1-c1ccccc1)CCN(C(C)C)C3 | 4% | -8% | 7.5% | 5% | 4% | i | -8% | 14% | 17%
OC(C#CCN1CCOCC1)c1cccs1 (centres undefined) | 11% | -4% | -0.1% | 13% | 3% | i | -1% | -4% | 0%
C[C@H]1COC(=O)[C@@H](Cc2ccc(F)cc2)C/C=C\C[C@H](CC(=O)NCCO)C(=O)N1 | -1% | -4% | -1.1% | -7% | -2% | i | -10% | -32%[inhibitor] | -1%
CC(C)(C)C(=O)NC(=S)Nc1cc(C(F)(F)F)ccc1N1CCOCC1 | -11% | 0% | 6.1% | -7% | 16% | i | -1% | u | u
COc1ccccc1OCCC(=O)OCC(=O)NCc1ccc(Cl)cc1 | 6% | 8% | 2.1% | 2% | 1% | i | -2% | 1% | -5%
N=C1C(c2nc(-c3ccc(F)cc3)cs2)=C(O)CN1CCCN1CCOCC1 | -13% | 6% | 4.3% | -5% | -7% | i | -14% | 4% | -8%
CC(C)(C)n1nnnc1C(c1cccs1)N1CCN(C/C=C/c2ccccc2)CC1 (centres undefined) | x | 13% | 2.5% | -16% | x | u | 3% | x | -3%
COc1cc(C(=O)Nc2cc(-c3ccccc3)[nH]n2)cc(OC)c1OC | u | 0% | 2.0% | 1% | -11% | i | 0% | 27% | 14%
CCCn1c(SCC(=O)c2cc(C)n(-c3ccc4c(c3)OCO4)c2C)n[nH]c1=O | u | -2% | 5.2% | 7% | -6% | i | -5% | 14% | -20%
CCC(C)NC(=O)COc1ccc(OCc2ccccc2)cc1 (centres undefined) | 1% | 3% | 0.3% | x | 2% | u | 2% | 1% | -7%
COc1ccc2sc(-c3ccccc3OC)c(-c3ccc4c(c3)OCCO4)c2c1 | 6% | 3% | 5.1% | 2% | -3% | i | -4% | u | u
Cc1ccc(S(=O)(=O)c2cn(CC(=O)Nc3ccc(F)cc3)c3cc4c(cc3c2=O)OCO4)cc1 | 4% | x | -0.5% | 7% | -1% | i | 1% | x | -13%
CCOC(=O)Cn1nnnc1CN(Cc1ccc(OC)cc1)Cc1cc2cc(C)ccc2[nH]c1=O | -1% | -1% | 0.5% | 0% | 24% | i | -2% | 23µM* | -1%
CCc1cccc(NC(=O)COC(=O)c2c(-c3ccccc3)noc2C)c1 | x | -7% | -1.0% | x | x | i | 1% | x | -24%

Source: PubChem BioAssay
